Source: PubChem
S100A4 MyoIIA = S100A4-myosin IIA interaction inhibition; S100A4/TAMRA-MyoIIA peptide fluorescence polarization; AID 652163; P26447; 360,000 tested, 0.14% active; inhibition, % at 10.7 µM;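 active = mean inhibition of at least 70% across replicates, with every replicate also reaching that level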
Target sequence (P26447 whole entry, looked up): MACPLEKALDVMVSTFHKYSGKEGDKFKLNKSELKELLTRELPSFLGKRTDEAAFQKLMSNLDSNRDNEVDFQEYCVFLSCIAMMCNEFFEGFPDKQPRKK
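Compound dosing: one dose per compound; test system: human S100A4 monomer with TAMRA-labelled myosin IIA peptide; probe or stimulus: TAMRA-labelled myosin IIA heavy-chain peptide probe, 5 nM; medium: HEPES buffer with Ca2+, pH 7.2; schedule: 5 min incubation before reading; benchmarks: neutral control DMSO, positive control TFP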
RAD54 inh = blocks human RAD54 Holliday junction branch migration | Q92698 | FAM/BHQ fluorescence | inhibition, % at 10.4 µM | 360,000 tested, 0.14% active | AID 602329;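 active = mean normalized replicate activity at least 40 and at least half of replicates scoring 40 or more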;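 note: 0% = median of neutral control wells and 100% = median of positive control wells; inhibitors cause a drop in the FAM fluorescence signal; in these data hits start at about 50%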
FN deposit inh = fibronectin deposition inhibition. AH1F fibroblasts, Alexa488-fibronectin deposition fluorescence, overnight. 350,000 tested, 0.086% active. inhibition, % at 12.6 µM;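 active = mean inhibition across replicates of 30% or more, regardless of how many single replicates reach that level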;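 note: positive control wells lacked labelled fibronectin entirely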
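test system = AH1F fibroblasts assembling fluorescent fibronectin matrix | quantity = 10000 AH1F cells per well | buffer or medium = DMEM plus 2% serum, read in PBS | doses = single dose, pinned | incubation = 1 h cell attachment, overnight exposure to compound and label | detection = fluorescence at 485 nm excitation, 525 nm emission | read-out basis = inhibition from reduced deposited-fibronectin fluorescence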
XiGFP reactiv = reactivates the inactive X chromosome in mouse fibroblasts; AID 743238; activation, % at 7.58 µM; XiGFP mouse fibroblasts, % GFP-positive cells imaging, 3 d; cells co-treated with 5-aza-dC sensitizer; scaled so ellipticine positive control = 100%; 360,000 tested, 0.055% active;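 active = mean normalized replicate activation at least 10% and every replicate at or above 10%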;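 note: 0% = median of on-plate neutral control wells and 100% = ellipticine 6 µM median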
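Schedule: 3 d treatment, 15 min room-temperature fixation; system: 68-5-11 XiGFP fibroblast line; buffer or medium: DMEM plus 5-aza-dC sensitizer; control set: ellipticine 6 µM positive control; compound: one concentration, pinned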
E-sel inducer = E-selectin induction on HUVECs; 260,000 tested, 0.37% active; activation, % at 7.58 µM; P16581; AID 686992; HUVEC E-selectin immunofluorescence imaging; normalized: neutral wells 0, TNF-alpha wells 100;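 active = mean E-selectin-positive cell signal at least 10% of the positive control, reached in at least 60% of replicates, without over 20% cell loss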;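 note: in these data hits start at about 27%; measured in HUVEC primary endothelial cells; signal is the percent of cells scored E-selectin positive by PE staining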
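System: HUVEC, human umbilical vein endothelial cells; quantity: 3,000 cells/well; buffer or medium: EGM-2 medium, gelatin-coated wells; dosing: single-point compound dose; detection: immunofluorescence imaging; evaluation: % PE-positive cells; benchmarks: TNF-alpha, DMSO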
RAD52 anneal inh = blocks human RAD52 DNA annealing; P43351; 360,000 tested, 0.46% active; recombinant RAD52 DNA annealing, FRET fluorescence; inhibition, % at 18.7 µM;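 active = every replicate showing at least 50% inhibition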
Target sequence (P43351 whole entry, looked up): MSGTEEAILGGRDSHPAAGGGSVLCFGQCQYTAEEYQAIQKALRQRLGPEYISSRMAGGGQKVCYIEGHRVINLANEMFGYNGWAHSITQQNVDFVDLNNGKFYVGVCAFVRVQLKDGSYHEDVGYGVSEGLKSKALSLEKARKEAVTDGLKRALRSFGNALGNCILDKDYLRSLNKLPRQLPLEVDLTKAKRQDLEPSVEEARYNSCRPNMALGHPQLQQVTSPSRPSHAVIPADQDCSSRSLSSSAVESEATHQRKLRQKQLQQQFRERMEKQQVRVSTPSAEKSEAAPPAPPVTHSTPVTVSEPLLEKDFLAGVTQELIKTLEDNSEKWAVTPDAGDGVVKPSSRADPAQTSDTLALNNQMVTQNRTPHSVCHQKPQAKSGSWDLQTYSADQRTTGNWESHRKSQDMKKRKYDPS
EWS-Fli inh = EWS/Fli transcriptional activity inhibition. A673 NR0B1-luciferase reporter, viability-normalised. inhibition, % at 12.6 µM. 350,000 tested, 0.67% active. AID 651661;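 active = mean inhibition of at least 50% after viability correction, with every replicate also passing that limit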;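 note: firefly luciferase signal divided by Alamar Blue viability fluorescence both relative to DMSO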
esBAF inh = SWI/SNF esBAF complex inhibition | mouse ES cells, Bmi1-luciferase knock-in reporter, 24 h; 100% = twice the neutral-well signal | AID 602393 | reporter increase, % at 12.5 µM | 350,000 tested, 2% active; in the data active = activation above about 40%;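 note: 0% = median of the plate's neutral control wells and 100% = double that signal; a rise in the Bmi1 reporter signal indicates esBAF inhibition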
Numbers without * were called inactive; . = no result given; & = joins results of further samples; ! = repeats disagree.

SMILES	S100A4 MyoIIA	RAD54 inh	FN deposit inh	XiGFP reactiv	E-sel inducer	RAD52 anneal inh	EWS-Fli inh	esBAF inh
CC1(C)CC2CN(C(=O)Cc3ccccc3)C(C)(C2)C1 (stereo unspecified)	10	.	13	0.3	.	-11	10	.
CCN(c1ccccc1)S(=O)(=O)c1cccc(C(=O)N(C)CCOc2ccccc2)c1	-6	-1	-12	0.1	7.2	7	5	-5
CC(=O)N(Cc1ccccc1)c1ccccc1C(=O)O	1	.	6	0.0	-0.1	-7	6	-2
COc1ccc(CNC(=O)c2nnn(-c3cccc(C(F)(F)F)c3)c2N)cc1	-4	-1	-4	0.3	-1.4	-7	2	-6
COc1ccc(CN(C)C[C@H]2Oc3ccc(NC(=O)Nc4ccc(C(F)(F)F)cc4)cc3C(=O)N([C@@H](C)CO)C[C@H]2C)cc1	0	4	13	1.0	-0.1	-24	6	1
CO[C@@H]1CN(C)C(=O)c2cc(NC(=O)c3ccccc3F)ccc2OC[C@@H](C)N(C(C)=O)C[C@H]1C	22	-7	11	0.2	0.0	5	6	-9
CCc1n(CC(O)COC2CCCCC2)c2ccccc2[n+]1C (stereo unspecified)	-4	.	5	0.4	.	-8	-5	.
O=C(NC(=S)Nc1ccc(S(=O)(=O)N2CCCCC2)cc1)c1cccs1	-5	.	-5	0.2	.	-26	16	.
COC(=O)c1ccc(CSC2=NC[C@@H]3[C@@H]4C(=O)N(Cc5ccccc5)C(=O)[C@@H]4[C@](Cc4ccccc4)(C(=O)OC)N23)cc1	-1	7	0	-0.1	.	-8	6	5
CC(=O)c1ccc(OC2(C)CCN(Cc3cccn3-c3nccs3)C2)cc1 (stereo unspecified)	1	-1	2	0.0	-0.1	-7	7	2
C[C@H](O)C#Cc1cnc2c(c1)C(=O)N([C@H](C)CO)C[C@@H](C)[C@@H](CN(C)C(=O)c1ccccc1F)O2	1	-6	.	0.2	.	-1	3	-2
COc1c(C)cccc1C(=O)NC(=S)Nc1cccc2nsnc12	5	.	.	0.6	.	-40	-35	.
Cc1ccc(S(=O)(=O)NC(=O)C2(C)CCN2C(=O)COc2ccc(Cl)cc2)nc1 (stereo unspecified)	11	-2	-3	0.3	0.0	11	1	-3
CCCCCN(CCCCC)C(=O)C(CCC(=O)O)NC(=O)c1ccc(Cl)c(Cl)c1 (stereo unspecified)	3	4	-1	0.0	1.4	-26	-8	13
O=C(CSc1nnc(SCc2ccc(Cl)cc2)s1)N/N=C/c1ccccc1C(=O)O	3	-1	14	0.0	.	-17	3	0
COc1ccnc(Oc2ccc(F)cc2)c1C(=O)N/C=N/OCc1ccc(F)cc1Cl	4	1	.	.	.	13	-2	-6
CN(CCC#N)Cc1cc(=O)oc2ccc3ccccc3c12	-1	.	-20	-0.1	.	-24	7	.
Clc1ccc2nc(-c3ccc4c(c3)OCO4)cn2c1	10	-5	21	0.0	0.5	-3	46	-61
CCN1C(=O)[C@@H]2[C@@H](c3ccc(-c4ccc(C(C)=O)cc4)cc3)N3CCCC[C@@]3(C(=O)OC)[C@@H]2C1=O	-2	0	-13	0.0	0.0	-23	14	-12
C[C@@H]1CN([C@H](C)CO)C(=O)c2cc(NS(=O)(=O)c3cccs3)ccc2O[C@@H]1CN(C)Cc1ccc(C(=O)O)cc1	-10	-6	-8	-1.0	-5.6	15	8	-2
COc1cc(/C=C2\NC(=S)N(C)C2=O)ccc1OCc1cccc(F)c1	-3	8	-6	0.1	0.4	-7	2	-9
O=C(NCc1cccs1)c1ccc(S(=O)(=O)N2CCOCC2)cc1	-1	-10	-8	0.0	1.2	-12	5	0
CCc1nnc(NC(=O)CCCSc2nc3ccccc3[nH]2)s1	11	.	7	0.0	-0.1	-62	6	.
CCOC(=O)C1CCN(C(=O)c2ccc(OCC(=O)Nc3ccc(OCC)cc3)c(OC)c2)CC1	-2	.	-7	-0.1	0.6	-2	9	.
CCOc1ccc(C(=O)NCC(=O)NCC(c2ccc(OC)cc2)N2CCCC2)cc1 (stereo unspecified)	20	1	1	0.1	0.3	-1	2	-3
COc1ccc(Cc2c(C3CCCCC3)nc3ccc(C)cn23)c(C)c1	-4	.	-9	0.1	-6.1	-20	10	.
CCc1nnnn1-c1ccc([N+](=O)[O-])cc1C	0	.	0	0.1	.	-12	3	.
Cc1ccccc1S(=O)(=O)N1CC(=O)N2[C@@H](CO)[C@@H](c3ccc(C#CCC4CCCC4)cc3)[C@@H]2C1	-54	.	.	0.2	-0.3	-28	-1	.
Cc1ccccc1S(=O)(=O)N1[C@@H]2CNC[C@H]1C2c1ccc(-c2ccccc2)cc1 (stereo partly specified)	-3&-1	.	-9&3	0.1&0.0	0.1&0.7	55*!	3&-16	.
Cc1nc(N2CCN(c3ccccc3)CC2)[nH]c(=O)c1C	2	0	-5	0.0	.	-10	13	-1
CCN(CC)S(=O)(=O)c1ccc(=O)n(CC(=O)N2CCCc3cc(C)ccc32)c1	-4	5	7	0.3	.	-5	5	-2
COc1ccc2c3c(n(C)c2c1)[C@H](CO)N(C(=O)c1cccc(F)c1)CC31CN(CC2CC2)C1	3	.	.	0.3	0.6	12	-2	.
CO[C@@H]1CN(C)C(=O)c2ccc(NC(=O)Cc3ccccc3)cc2OC[C@@H](C)N(C(=O)c2ccccc2F)C[C@H]1C	-30	4	-7	0.2	0.0	-45	-10	6
CN1CCN(C2=C(Cl)C(=O)c3ccccc3C2=O)CC1	4	.	-1	0.3	0.1	26	21	.
C/C(=N\O)C(C)Oc1ccc(Cl)cc1 (stereo unspecified)	-4	.	.	0.0	.	-11	6	.
CCc1ccc(C(=O)O)cc1	0	-1	-1	0.1	6.5	-14	0	-6
Cc1cc2c(cc(C(=O)OC(C)C(=O)NCc3ccccc3)n2C)o1 (stereo unspecified)	0	2	-8	0.4	-1.0	-2	3	-3
C=CC[C@@H](CC(=O)N[C@H](CO)Cc1ccccc1)C(=O)N[C@H](COC(=O)[C@@H](CC=C)Cc1ccc(F)cc1)C(C)(C)C	3	0	-6	-0.1	-0.1	-6	4	1
O=C(Nc1ccc(Br)cc1)C1CCN(c2cnccn2)CC1	2	-1	0	0.1	0.1	-3	-6	13
Cc1cccc(NC(=O)c2cccc(S(=O)(=O)N3CCCC3)c2)n1	3	.	1	1.2	-2.4	-6	-14	5
COc1ccc(-n2ccnc(SCC(=O)NC3CCCC3)c2=O)cc1	3	0	8	0.1	.	0	.	5
C[C@H](CO)N1C[C@H](C)[C@@H](CN(C)C(=O)C2CCOCC2)Oc2cc(-c3ccc(C(=O)N(C)C)cc3)ccc2S1(=O)=O	5	-16	.	-1.3	-0.1	-6	-9	0
Cc1nn(C)c(Oc2ccccc2)c1CCNC(=O)CCl	-3	.	3	0.3	-3.3	-16	15	.
CC(C)NC(=O)N(C)C[C@@H]1OCCCC[C@H](C)Oc2ccc(NS(=O)(=O)c3ccc(Cl)cc3)cc2C(=O)N([C@H](C)CO)C[C@@H]1C	0	3	-9	-0.1	-0.1	28	-9	0
O=C(NNc1c(Cl)cc(Cl)cc1Cl)C1CCC1	-1	.	-8	0.0	.	-14	5	.
N#C/C(=C\c1c(N2CCN(Cc3ccccc3)CC2)nc2ccccn2c1=O)S(=O)(=O)c1ccccc1	-13	.	6	0.1	.	-67	.	-2
C[C@@H]1CN([C@H](C)CO)C(=O)Cc2cc(NC(=O)C3CCCCC3)ccc2O[C@H]1CN(C)S(C)(=O)=O	-9	-5	.	0.2	20	4	0	-1
Cc1noc(C)c1S(=O)(=O)Nc1ccc2c(c1)C(=O)N([C@@H](C)CO)C[C@@H](C)[C@H](CN(C)C(=O)CCCN(C)C)OCCCC[C@H](C)O2	.	-12	.	-0.1	-0.1	.	-8	3
